# Casp6 inh: caspase-6 (human) enzyme inhibition; P55212; purified caspase-6, Z-VEID-R110 cleavage fluorescence; inhibition, % at 12.5 µM; 0.53% of 350,000 active; AID 686996;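 active = mean inhibition across replicates at least about 35%, with every replicate also reaching that limit, limit read from the data; inconclusive = only one of the two criteria met; inactive = neither criterion met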;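 also: 0% = median of neutral control wells and 100% = no fluorescence left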
# INS-1E GSIS act: GLuc luminescence reporter in INS-1E cells, primary screen for activators of glucose-dependent secretion of insulin. INS-1E GLuc reporter insulin secretion, 2-3 h. activation, % at 16.6 µM. 0.61% of 370,000 active;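 active = lowest replicate activation of at least 40%, so every replicate reaches that level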;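 also: 0% = median of neutral control wells and 100% = median of IBMX positive control wells; some compounds called inactive have numbers as strong as hits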
# E-sel inducer: E-selectin induction on HUVECs | P16581 | HUVEC E-selectin immunofluorescence imaging; normalized: neutral wells 0, TNF-alpha wells 100 | activation, % at 7.58 µM | 0.37% of 260,000 active;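 active = mean E-selectin-positive cell signal at least 10% of the positive control, reached in at least 60% of replicates, without over 20% cell loss; inconclusive = no rule given, readout overlaps actives, possibly toxicity-flagged; inactive = the rest, including those meeting only one limit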;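 also: in these data hits start at about 27%; measured in HUVEC primary endothelial cells; signal is the percent of cells scored E-selectin positive by PE staining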
# Target sequence (P16581 whole entry, looked up): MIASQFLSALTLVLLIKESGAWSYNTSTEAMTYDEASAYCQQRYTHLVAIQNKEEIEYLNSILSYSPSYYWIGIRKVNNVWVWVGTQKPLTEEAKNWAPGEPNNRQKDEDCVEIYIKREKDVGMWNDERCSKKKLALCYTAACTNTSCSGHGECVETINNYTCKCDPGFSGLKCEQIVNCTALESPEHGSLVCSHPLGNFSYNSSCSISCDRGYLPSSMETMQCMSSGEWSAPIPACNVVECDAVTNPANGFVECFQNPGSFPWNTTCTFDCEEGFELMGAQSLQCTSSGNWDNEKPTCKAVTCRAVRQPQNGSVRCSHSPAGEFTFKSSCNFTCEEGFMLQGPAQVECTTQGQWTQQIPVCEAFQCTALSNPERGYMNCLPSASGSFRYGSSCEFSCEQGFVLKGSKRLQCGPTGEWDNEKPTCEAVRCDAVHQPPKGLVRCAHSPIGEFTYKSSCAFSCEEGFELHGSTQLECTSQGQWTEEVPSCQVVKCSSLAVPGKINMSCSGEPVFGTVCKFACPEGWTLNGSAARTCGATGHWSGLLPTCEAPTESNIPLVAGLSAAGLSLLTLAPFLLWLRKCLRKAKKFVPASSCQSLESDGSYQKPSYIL
#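 Test system: HUVEC | Signal: Immunofluorescence imaging | Read-out: Percent E-selectin-positive cells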
# DENV2 CPE rescue: inhibitors of DENV2 cytopathic effect. CPE inhibition, % at 9.99 µM. DENV2-infected cells, cytopathic effect rescue, plate reader. 1.7% of 350,000 active; in the data active = CPE inhibition above about 20%, passing the limit was not always enough; inconclusive = no clear call, values can overlap the other calls; tested in BHK-21 cells;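 also: 0% = median of neutral control wells and 100% = median of positive control wells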
# RAD52 anneal inh: RAD52 (human) annealing inhibition; P43351; recombinant RAD52 DNA annealing, FRET fluorescence; inhibition, % at 18.7 µM; 0.46% of 360,000 active; AID 651710;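 active = every replicate showing at least 50% inhibition; inconclusive = mean inhibition at least 50% but not in every replicate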
# Target sequence (P43351 whole entry, looked up): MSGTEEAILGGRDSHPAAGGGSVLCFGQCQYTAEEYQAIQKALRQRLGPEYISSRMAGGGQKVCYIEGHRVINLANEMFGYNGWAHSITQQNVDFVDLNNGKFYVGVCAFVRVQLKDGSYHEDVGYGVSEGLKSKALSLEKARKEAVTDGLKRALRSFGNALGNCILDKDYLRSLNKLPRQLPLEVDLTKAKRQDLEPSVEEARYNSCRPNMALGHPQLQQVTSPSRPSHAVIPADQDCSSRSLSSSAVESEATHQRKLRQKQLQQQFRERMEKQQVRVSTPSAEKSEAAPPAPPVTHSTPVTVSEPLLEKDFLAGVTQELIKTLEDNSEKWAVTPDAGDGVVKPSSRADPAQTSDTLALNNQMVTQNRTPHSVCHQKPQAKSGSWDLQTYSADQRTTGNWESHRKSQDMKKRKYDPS
# Xi reactivation: reactivates the inactive X chromosome in mouse fibroblasts | XiGFP mouse fibroblasts, % GFP-positive cells imaging, 3 d; cells co-treated with 5-aza-dC sensitizer; scaled so ellipticine positive control = 100% | activation, % at 7.58 µM | 0.055% of 360,000 active | AID 743238;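 active = mean normalized replicate activation at least 10% and every replicate at or above 10%; inconclusive = only one of the two criteria met; inactive = mean below 10% and not all replicates reach 10%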;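 also: 0% = median of on-plate neutral control wells and 100% = ellipticine 6 µM median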
#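 material = 68-5-11 XiGFP fibroblast line | medium = DMEM plus 5-aza-dC sensitizer | schedule = 3 days compound exposure | benchmarks = positive control ellipticine, 6 µM final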
# RAD54 branch: blocks human RAD54 Holliday junction branch migration. 0.14% of 360,000 active. inhibition, % at 10.4 µM. FAM/BHQ fluorescence;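 active = mean normalized replicate activity at least 40 and at least half of replicates scoring 40 or more; inconclusive = only one of the two criteria met; inactive = mean below 40 and under half of replicates reaching 40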;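 also: 0% = median of neutral control wells and 100% = median of positive control wells; inhibitors cause a drop in the FAM fluorescence signal; in these data hits start at about 50%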
# CFTR F508del cor: correctors of CFTR F508del function in bronchial epithelial cells; CFBE cells, YFP halide quenching; stimulated with forskolin plus potentiator P3; % fluorescence drop versus neutral controls; activity (quench increase), % at 7.58 µM; 0.36% of 350,000 active;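 active = mean added fluorescence quench of at least 8% versus neutral control, with both replicates also reaching 8%; inconclusive = only one of the mean or replicate conditions met; inactive = mean below 8% and not both replicates reaching 8%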;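 also: cells transiently co-express mutant CFTR-F508del with the halide-sensitive YFP; corrector assay measuring rescue of mutant channel to the surface after 24 h compound exposure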
# * = called active by the depositor; ? = inconclusive; nt = no result given. A portion of the library. The share of hits here may be higher or lower than overall.
SMILES,Casp6 inh,INS-1E GSIS act,E-sel inducer,DENV2 CPE rescue,RAD52 anneal inh,Xi reactivation,RAD54 branch,CFTR F508del cor
O=C1Nc2ccccc2C(c2ccccc2)=NC1O (configuration not stated),-5.3,12.0,nt,2.5,-2.0,0.0,-17.5,0.3
CN(C)c1ccc(/C=C/C=C/c2sc3ccccc3[n+]2C)cc1,6.1,-52.5,69.7*,-9.1,63.2*,-0.1,13.7,1.0
CC(=O)NC(Cc1ccc(N(CCCl)CCCl)cc1)C(=O)O (configuration not stated),15.1,-1.0,nt,4.5,-56.5,nt,-13.7,1.1
COc1ccc(NP(=O)(Oc2ccccc2OC)Oc2ccccc2OC)cc1,0.5,-13.5,nt,-0.4,-0.1,0.2,nt,-0.4
CC1(C)C2([N+](=O)[O-])CN3CN(C2)CC1([N+](=O)[O-])C3,-4.4,1.3,-5.7,3.2,-7.4,0.0,0.1,-0.5
COC(=O)C1=C(c2ccc(C(C)=O)cc2)C[C@@H]2CC[C@H]1N2C(=O)NCc1ccc(F)cc1,-0.6,-33.1,-0.2,3.1,-12.6,0.1,-5.2,2.5
Clc1ccc([C@@H]2CC3CCC2N3)cn1 (some centres not stated),0.7,-8.4,nt,2.6,-8.5,nt,nt,-2.6
CCCNC(=O)N1[C@H]2CC[C@@H]1C(C(=O)OC)=C(c1ccc(OC)c(OC)c1)C2,-0.4,13.2,-0.2,-3.7,-12.0,0.0,-13.7,2.8
CC(C)(C)NS(=O)(=O)c1ccc(OCC(=O)N2CCN(Cc3ccccc3)CC2)cc1,-4.6,3.6,nt,-2.5,-21.4,0.0,nt,2.0
O=C(c1ccc(F)c([N+](=O)[O-])c1)N1CC2CC(C1)c1cccc(=O)n1C2 (configuration not stated),4.4,2.4,0.4,?,-5.4,0.0,-7.7,2.2
CCCC(=O)OCC[N+](C)(C)C,1.2,nt,-0.1,-6.2,-8.8,0.2,10.6,-3.1
Cc1ccc(/C=C2\C(=O)NC(=O)N(Cc3ccccc3Cl)C2=O)o1,50.6*,-1.0,nt,-0.1,-51.3,0.9,nt,2.9
c1cc(CNCCc2ccc3c(c2)OCO3)ccn1,-1.7,8.5,nt,-1.5,-1.7,0.2,-4.5,-2.2
Cc1cc(C(=O)OCC(=O)Nc2ccccc2F)c(C)n1C1CC1,3.1,-11.5,0.5,7.9,-14.1,0.0,2.1,-1.2
Cc1ccccc1-c1ccc([C@H]2[C@@H](CO)N3CCCCN(C(=O)Cc4ccccn4)C[C@@H]23)cc1,-4.0,-0.3,0.2,8.2,-8.0,0.1,0.4,-1.0
CCOc1cc2c(cc1OCC)-n1cccc1C(c1ccc(OC)c(OC)c1)NC2 (configuration not stated),-3.5,-14.8,0.0,-0.4,-1.0,0.0,7.0,-0.8
CC1CN1P(=S)(c1ccccc1)N1CC1C (configuration not stated),-3.1,3.2,0.1,1.1,-18.2,-0.1,nt,4.0
CCC(=NCCc1ccccc1)c1c(O)n(C)c(=O)n(C)c1=O,-1.3,-7.3,-0.1,3.1,-8.8,0.0,12.5,-0.1
N#C/C=C/C#N,-1.8,-1.2,nt,-12.2,-7.0,nt,1.6,-0.8
CC(C)(C)C(=O)O[C@H]1CC[C@@]2(C)C(=CC(=O)C3C2CC[C@]2(C)C(=O)CCC32)C1 (some centres not stated),0.2,9.2,0.3,5.7,-2.2,0.1,1.3,1.2
CCCCCCn1c(=O)c(C(=O)Nc2ncccc2O)c(O)c2ccccc21,-4.1,8.4,nt,-4.9,-1.3,0.4,-6.8,-3.1
OC[C@@H]1[C@@H]2c3ccccc3NC[C@@H]2N1Cc1cccnc1,-2.7,-9.2,0.2,-6.0,-11.0,0.0,-0.4,1.4
COc1ccc(OC)c(-n2c(O)c(C=Nc3c(C)n(C)n(-c4ccccc4)c3=O)c(=O)[nH]c2=S)c1,-2.3,-7.7,-0.1,0.5,-131.8,0.1,-17.2,-3.1
O=C(O)[C@H]1[C@H](CO)[C@H]2Cn3c(ccc(-c4ccccc4F)c3=O)[C@@H]1N2C(=O)Nc1ccccc1,-2.8,3.9,-0.1,-14.6,-10.7,0.2,-5.5,nt
c1ccc(CNCCc2ccc3c(c2)OCO3)nc1,1.2,-0.5,nt,nt,1.3,nt,nt,2.3

# Shown as labelled records: entries from further up.
CCCC(=O)OCC[N+](C)(C)C
  Casp6 inh: 1.2; INS-1E GSIS act: nt; E-sel inducer: -0.1; DENV2 CPE rescue: -6.2; RAD52 anneal inh: -8.8; Xi reactivation: 0.2; RAD54 branch: 10.6; CFTR F508del cor: -3.1

Cc1ccc(/C=C2\C(=O)NC(=O)N(Cc3ccccc3Cl)C2=O)o1
  Casp6 inh: 50.6*; INS-1E GSIS act: -1.0; E-sel inducer: nt; DENV2 CPE rescue: -0.1; RAD52 anneal inh: -51.3; Xi reactivation: 0.9; RAD54 branch: nt; CFTR F508del cor: 2.9

# Other entries follow:
SMILES,Casp6 inh,INS-1E GSIS act,E-sel inducer,DENV2 CPE rescue,RAD52 anneal inh,Xi reactivation,RAD54 branch,CFTR F508del cor
NCCCP(=O)(O)CCc1ccccc1,-4.2,2.7,nt,7.5,-1.1,nt,nt,-0.2
CCOC(=O)C1(c2ccccc2)CCN(CC(=O)Nc2ccc(C)cc2)CC1,-1.3,-18.3,4.5,-1.0,-5.7,0.0,nt,2.0
CC(=O)NC(Cc1ccc(N(CCCl)CCCl)cc1)C(=O)NC(C(=O)O)C(C)C (configuration not stated),8.0,12.9,-0.7,0.0,-11.3,0.0,nt,4.6
N#Cc1ccc(NC(=O)CN2C(=O)NC3(CCCC3)C2=O)cc1Cl,0.9,-10.3,0.4,-0.3,3.1,0.2,-18.9,-3.0
CC[C@H]1C2C[C@H]3[C@@H]4N(C)c5ccccc5C45C[C@H](C2[C@H]5O)N3[C@@H]1O (some centres not stated),nt,nt,0.0,-0.7,-5.4,0.1,-5.3,-1.3
COC(=O)C1=C(c2ccc(F)cc2OCc2ccccc2)C[C@@H]2CC[C@H]1N2C(=O)NCCOc1ccccc1Cl,-0.9,-9.3,0.0,-4.8,-16.3,-0.1,-4.0,-2.6
O=S(=O)(c1ccc(Cl)cc1)N1CCCCC1c1cccnc1 (configuration not stated),-8.5,-0.3,nt,6.0,-2.5,0.0,-5.7,nt
CN1CCN(Cc2c(F)cccc2Cl)CC1,0.0,11.0,nt,2.2,-5.0,0.0,-3.2,-0.7
CC(C)CC1C(C#N)=C(N)Oc2c1c(=O)oc1ccccc21 (configuration not stated),1.7,nt,0.8,-4.8,-18.3,0.0,-5.2,0.8
CCC1CO/C(=C(\C(Cl)=C(Cl)Cl)[N+](=O)[O-])N1Cc1ccc(Cl)nc1 (configuration not stated),2.8,-10.7,0.1,-3.3,-9.9,0.1,24.4,-0.5
CN1C(=O)C(=Cc2sc(=O)n(-c3ccccc3)c2N(C)C)C(=O)N(C)C1=O,-0.3,-21.7,-0.1,-2.2,-174.0,0.3,-20.0,-0.4
Cc1cc(/C=C2\C(=O)NC(=O)N(c3ccc(F)cc3)C2=O)c(C)n1-c1cccc(C(=O)O)c1,10.4,0.2,nt,1.1,-50.6,0.1,-4.8,1.1
N#Cc1ccc(NC(=O)CN2CCCC2)cc1Cl,0.3,-5.1,1.9,0.0,-16.6,0.0,nt,2.3
CCC1(C)OC(c2ccccc2)=C/C(=C/C=C2C(=O)NC(=O)NC2=O)O1 (configuration not stated),1.0,1.7,-0.7,1.9,-8.2,-0.8,nt,15.3*
Cc1ccc(-n2c(O)c(C=N)c(=O)n(-c3ccc(C)cc3)c2=O)cc1,-4.4,-10.4,-0.1,-0.1,-2.2,0.0,8.1,0.4
c1ccc2sc(N3CCNCC3)nc2c1,0.1,-1.5,nt,4.6,-18.5,0.0,12.0,0.6
Cc1nccc2c1[nH]c1ccc(Br)cc12,0.7,-10.4,nt,7.9,-11.5,nt,8.2,-3.5
C[C@]12CCC(=O)C=C1CC[C@@H]1[C@@H]2CC[C@@]2(C)[C@H]1CC[C@]2(C)O,3.5,-5.2,nt,2.3,-5.8,nt,-15.9,1.5
COc1ccccc1OCCCn1cc(C(=O)C2CC2)c2ccccc21,-0.1,7.5,nt,6.0,-10.0,0.3,nt,-2.9
CC(C)c1ccc(NC(=O)N2C[C@H]3C[C@@H](C2)c2cccc(=O)n2C3)cc1,-3.4,3.1,nt,-4.0,7.3,nt,2.3,-5.0
CCCCCn1c(=O)c(C(=O)Nc2cccc(C)n2)c(O)c2ccccc21,-1.4,6.7,nt,0.7,-15.4,0.0,1.7,-4.1
CCC1(O)CCC2C3CCC4=CC(=O)CCC4C3CCC21CC (configuration not stated),8.6,-21.0,0.4,6.0,18.8,0.1,-20.1,4.3
COc1ccc(CNCCc2ccc3c(c2)OCO3)c(OC)c1OC,-1.4,11.3,-0.1,-0.4,-8.5,0.0,-0.3,-2.3
COc1ccccc1-n1c(-c2ccccc2Br)nc2ccccc2c1=O,3.4,nt,0.1,4.5,-11.8,0.1,nt,0.0
N#CCCn1cc(C(=O)Nc2ccccc2Br)c(-c2ccc([N+](=O)[O-])cc2)n1,0.8,nt,nt,-1.4,-0.3,0.0,nt,-1.5
SMILES,Casp6 inh,INS-1E GSIS act,E-sel inducer,DENV2 CPE rescue,RAD52 anneal inh,Xi reactivation,RAD54 branch,CFTR F508del cor
NC1=NC(=O)N2CC12 (configuration not stated),-4.4,-9.2,nt,13.1,-9.4,0.0,nt,0.2
COc1ccc(Cl)cc1N=Cc1c(O)n(C)c(=O)n(C)c1=O,-0.3,19.3,0.0,3.2,-23.3,0.1,nt,1.0
COc1cccc(-c2ccc([C@H]3[C@@H](CO)N4CCCCN(C(=O)Cc5ccncc5)C[C@H]34)cc2)c1,2.0,4.9,1.4,-0.9,-39.4,0.0,-10.5,-2.3
Oc1ccc(/C=N/NP(=S)(c2ccccc2)c2ccccc2)cc1O,30.2,10.3,nt,-5.2,-5.7,nt,3.9,nt
COC(=O)Nc1ccc(N=C(N)N[N+](=O)[O-])cc1,-0.5,-1.3,4.7,10.0,-22.5,0.0,nt,-0.4
CC(NCc1ccccc1C(F)(F)F)C(O)c1ccccc1 (configuration not stated),-4.2,9.0,-0.4,-4.4,-11.1,0.8,-4.6,0.9

# Reprinted at random: 3 compounds from above, in no set order.
SMILES,Casp6 inh,INS-1E GSIS act,E-sel inducer,DENV2 CPE rescue,RAD52 anneal inh,Xi reactivation,RAD54 branch,CFTR F508del cor
COc1cccc(-c2ccc([C@H]3[C@@H](CO)N4CCCCN(C(=O)Cc5ccncc5)C[C@H]34)cc2)c1,2.0,4.9,1.4,-0.9,-39.4,0.0,-10.5,-2.3
NC1=NC(=O)N2CC12 (configuration not stated),-4.4,-9.2,nt,13.1,-9.4,0.0,nt,0.2
CC(NCc1ccccc1C(F)(F)F)C(O)c1ccccc1 (configuration not stated),-4.2,9.0,-0.4,-4.4,-11.1,0.8,-4.6,0.9

# Reprinted from the results shown for reference:
SMILES,Casp6 inh,INS-1E GSIS act,E-sel inducer,DENV2 CPE rescue,RAD52 anneal inh,Xi reactivation,RAD54 branch,CFTR F508del cor
COc1ccc(Cl)cc1N=Cc1c(O)n(C)c(=O)n(C)c1=O,-0.3,19.3,0.0,3.2,-23.3,0.1,nt,1.0
COc1cccc(-c2ccc([C@H]3[C@@H](CO)N4CCCCN(C(=O)Cc5ccncc5)C[C@H]34)cc2)c1,2.0,4.9,1.4,-0.9,-39.4,0.0,-10.5,-2.3

# Screens deposited in PubChem BioAssay by Broad Institute.
